Lipid storage S3 = qHTS Assay for Lipid Storage Modulators in Drosophila S3 Cells; Drosophila S3 cells, BODIPY lipid droplet fluorescence, 18-24 h; cells fed with added oleic acid; Potency in µM for hits, for the others lipid storage change, negative = inhibition, % at the top dose, mostly 46.1 µM; actives 0.64% (n = 320,000); AID 2685; active means well fitted inhibition curve with a large enough effect in the signal ratio, with a control signal flat, not every such curve was filed as active; inconclusive means small, poorly fitted or top-dose-only effect, or effect the other way, or a change in a side signal; the % refers to the signal ratio
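Drosophila S3 cells loaded with oleic acid (400 uM, as added) and compounds at several concentrations; lipid droplets imaged by 488-nm laser-scanning cytometry, 500–530 nm intensity and object ratio to cell channel. Percent activity normalized to 20 uM Triacsin C.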
Lipid storage S3 cell count max = second read-out of Lipid storage S3, no call of its own (marks repeat the call); cell number change, %; measured here: cell count max response;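 cells counted by Cell Tracker Red CMTPX staining in the red channel; peak over a dose series mostly up to 46.1 µM; percent activity relative to internal control wells on each plate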
Active calls of the source: *; i = inactive; ? = inconclusive; . = not tested or not shown. On the % scale 0 is the no-effect control and ±100 the full control effect; potency means the concentration at half of the fitted maximal effect. This is a subset; count on the stated rates, not on these rows.

> Cc1cc(NS(=O)(=O)c2ccc(NC(=O)C(c3ccccc3)c3ccccc3)cc2)no1
- Lipid storage S3 = ?
- Lipid storage S3 cell count max = .
> CCOc1ccc(N(C)S(=O)(=O)c2ccc(C)c(C(=O)OCC(=O)c3c[nH]c4ccccc34)c2)cc1
- Lipid storage S3 = ?
- Lipid storage S3 cell count max = .
> [O-]/C(=C(\C(=S)Nc1ccccc1F)[n+]1ccccc1)c1ccc(-c2ccccc2)cc1
- Lipid storage S3 = i
- Lipid storage S3 cell count max = .
> COc1ccc(C(=O)OC(C)CN2CCOCC2)cc1 (stereo not drawn)
- Lipid storage S3 = 1%
- Lipid storage S3 cell count max = -4
> CCCCOc1cccc(OCCCC)c1C(=O)Nc1cc(C)on1
- Lipid storage S3 = ?
- Lipid storage S3 cell count max = .
> CC1(C)CC(NC(=O)CCC2CCCC2)CC(C)(C)N1
- Lipid storage S3 = ?
- Lipid storage S3 cell count max = .
> COc1ccc(NC(=O)CS(=O)c2cccc(C(F)(F)F)c2)cc1 (stereo not drawn)
- Lipid storage S3 = 7%
- Lipid storage S3 cell count max = 2
> CC(C)(C)C(=O)COC(=O)c1c2c(nc3ccccc13)CCC2
- Lipid storage S3 = ?
- Lipid storage S3 cell count max = .
> CCCCCCC1NC(C(=O)O)CS1 (stereo not drawn)
- Lipid storage S3 = 0%
- Lipid storage S3 cell count max = -13
> Cc1cc(SCC(=O)Nc2cccc(S(=O)(=O)NC3=NCCCCC3)c2)c(C)cc1Br
- Lipid storage S3 = 15%
- Lipid storage S3 cell count max = .
> COC(=O)c1ccc2c(c1)C(=O)/C(=C/c1ccc(O)cc1)O2
- Lipid storage S3 = ?
- Lipid storage S3 cell count max = .
> CCC(C)(C)NC(=O)CCn1c(-c2ccccc2)cc(C(C)=O)c1C
- Lipid storage S3 = 6%
- Lipid storage S3 cell count max = 11
> Cc1ccc(CN(C)C(=O)COc2ccc(S(=O)(=O)N3CCCC3)cc2[N+](=O)[O-])c(C)c1
- Lipid storage S3 = ?
- Lipid storage S3 cell count max = .
> Cc1cccc(NC(=O)NNC(=O)c2ccc3ccccc3c2)c1
- Lipid storage S3 = ?
- Lipid storage S3 cell count max = .
> CCOC(=O)c1[nH]c2c(c1-c1ccccc1)C(=O)CC(c1ccccc1)C2 (stereo not drawn)
- Lipid storage S3 = ?
- Lipid storage S3 cell count max = .
> COc1ccc(Br)cc1/C=N/NC(=O)c1cc(OC)c(OC)c(OC)c1
- Lipid storage S3 = ?
- Lipid storage S3 cell count max = .
> CC(=O)/C(=N/Nc1ccccc1)Sc1nnc(CCc2ccccc2)n1-c1ccccc1
- Lipid storage S3 = 15%
- Lipid storage S3 cell count max = -5
> COC(C(=O)Nc1ccnn1C1CCN(C(=O)c2cccc(F)c2)CC1)c1ccccc1 (stereo not drawn)
- Lipid storage S3 = i
- Lipid storage S3 cell count max = .
> Cc1ccc2c(c1)nnn2C1CCN(CC(=O)NNC(=O)c2ccco2)CC1
- Lipid storage S3 = ?
- Lipid storage S3 cell count max = .
> Cc1ccc2ncnc(Nc3ccc(C)c(C)c3)c2c1
- Lipid storage S3 = ?
- Lipid storage S3 cell count max = .
> C=CCOC(=O)C(C#N)c1nc2ccccc2nc1N1CCN(Cc2ccccc2)CC1 (stereo not drawn)
- Lipid storage S3 = ?
- Lipid storage S3 cell count max = .
> CCOC(=O)c1c(-c2ccccc2)oc2ccc(OCC(=O)NNC(=O)CCC(=O)O)cc12
- Lipid storage S3 = ?
- Lipid storage S3 cell count max = .
> CC1=C(C(=O)N2CCCCCC2)C2(CCC(C)CC2)OC1=O (stereo not drawn)
- Lipid storage S3 = 10%
- Lipid storage S3 cell count max = -15
> O=C(Nc1ccccc1F)c1cc(C(=O)Nc2ccccc2F)cc([N+](=O)[O-])c1
- Lipid storage S3 = ?
- Lipid storage S3 cell count max = .
> COc1ccc(N2CCN(C(=S)Nc3ccc(OC)cc3OC)CC2)cc1
- Lipid storage S3 = ?
- Lipid storage S3 cell count max = .

> COc1ccccc1N(CC(=O)NCc1ccco1)S(C)(=O)=O
- Lipid storage S3 = -18%
- Lipid storage S3 cell count max = 0
> CC1CCc2nc3ccc(S(=O)(=O)N4CCC(C(=O)NC5CCCC5)CC4)cc3c(C(=O)O)c2C1 (stereo not drawn)
- Lipid storage S3 = 7%
- Lipid storage S3 cell count max = 4
> Cc1cc(C)nc(N2CCCC(C(=O)Nc3nnc(C(C)C)s3)C2)n1 (stereo not drawn)
- Lipid storage S3 = 3%
- Lipid storage S3 cell count max = 5
> Cn1ncc(Cl)c1C(=O)NC(=S)Nc1sc2c(c1C#N)CCCCC2
- Lipid storage S3 = ?
- Lipid storage S3 cell count max = .
> OC(CNCCc1ccccc1)COc1ccc(OCC(O)CNCCc2ccccc2)cc1 (stereo not drawn)
- Lipid storage S3 = 1%
- Lipid storage S3 cell count max = 7
> CC(CC(=O)Nc1cccc(F)c1)S(=O)(=O)c1ccc2c(c1)NC(=O)CO2 (stereo not drawn)
- Lipid storage S3 = i
- Lipid storage S3 cell count max = 7
> NC(=O)c1nn(CC(=O)Nc2cccc(S(=O)(=O)N3CCCCCC3)c2)c(=O)c2ccccc12
- Lipid storage S3 = ?
- Lipid storage S3 cell count max = .
> COc1cccc(NC(=O)C(Sc2nnnn2C)c2ccccc2)c1 (stereo not drawn)
- Lipid storage S3 = ?
- Lipid storage S3 cell count max = .
> CSc1sc(C(=O)NCC2CC2)c2c1S(=O)(=O)N(C)c1ccccc1-2
- Lipid storage S3 = -1%
- Lipid storage S3 cell count max = 3
> CCCCOC(=O)n1c(SCC(=O)N(C)C)nc2ccccc21
- Lipid storage S3 = ?
- Lipid storage S3 cell count max = .
> Cc1ccc(OCC(O)CNCc2ccc(F)cc2)cc1 (stereo not drawn)
- Lipid storage S3 = ?
- Lipid storage S3 cell count max = .
> Cc1ccc(NC(=S)NC2CCSc3ccccc32)cc1 (stereo not drawn)
- Lipid storage S3 = ?
- Lipid storage S3 cell count max = .
> O=C(Nc1nccs1)C1CC(=O)N(c2ccc(Cl)cc2)C1 (stereo not drawn)
- Lipid storage S3 = ?
- Lipid storage S3 cell count max = .
> C=CCc1cc(C)ccc1OCCn1ccnc1
- Lipid storage S3 = ?
- Lipid storage S3 cell count max = .
> COC(=O)[C@H](Cc1ccccc1)NC(=O)N1CCC(C)CC1
- Lipid storage S3 = ?
- Lipid storage S3 cell count max = .
> COCC(=O)NC1CC2CCC(C1)N2C(=S)Nc1ccccc1C(=O)OC (stereo not drawn)
- Lipid storage S3 = 21%
- Lipid storage S3 cell count max = 3
> N=c1sccn1CC(=O)Nc1ccc(S(N)(=O)=O)cc1
- Lipid storage S3 = ?
- Lipid storage S3 cell count max = .
> O=C1/C(=C\c2ccco2)SC(=S)N1C1CCCCC1
- Lipid storage S3 = -23%
- Lipid storage S3 cell count max = -16
> Cc1c(Cl)sn(-c2ccc(Cl)cc2)c1=O
- Lipid storage S3 = ?
- Lipid storage S3 cell count max = .
> O=C(N/N=C/c1ccncc1)c1cc(-c2ccc(Br)s2)[nH]n1
- Lipid storage S3 = ?
- Lipid storage S3 cell count max = .
> COC(=O)c1c(C)oc2ccc(N(C(=O)c3ccncc3)S(=O)(=O)c3ccc(C)cc3C)cc12
- Lipid storage S3 = ?
- Lipid storage S3 cell count max = .
> CCOC(=O)/C(C#N)=C/Nc1cc(C(C)(C)C)sc1C(C)=O
- Lipid storage S3 = ?
- Lipid storage S3 cell count max = .
> Cc1noc(C)c1CN1C(=O)c2ccccc2C1=O
- Lipid storage S3 = i
- Lipid storage S3 cell count max = -14
> O=C(COC(=O)c1cc(Cl)ccc1Cl)Nc1ccc2[nH]c(=O)[nH]c2c1
- Lipid storage S3 = ?
- Lipid storage S3 cell count max = .
> COc1cc(C2(O)CCCCC2C)cc(OC)c1OC (stereo not drawn)
- Lipid storage S3 = -2%
- Lipid storage S3 cell count max = .

> COc1ccc(C(=O)NCC(c2cccs2)N2CCOCC2)cc1OC (stereo not drawn)
- Lipid storage S3 = ?
- Lipid storage S3 cell count max = .
> COCCn1c(SCC(=O)Nc2ccc3c(c2)CCC3)nc2ccccc2c1=O
- Lipid storage S3 = ?
- Lipid storage S3 cell count max = .
> COc1ccc(CN2CCNC(=O)C2CC(=O)N(C)CCC2CCOCC2)cc1OC (stereo not drawn)
- Lipid storage S3 = ?
- Lipid storage S3 cell count max = .
> Cc1cccc(C(=O)OCC(=O)NC(C)CCc2ccccc2)c1 (stereo not drawn)
- Lipid storage S3 = ?
- Lipid storage S3 cell count max = .
> O=c1c2ccc([N+](=O)[O-])cc2ncn1CCOc1cccc(Br)c1
- Lipid storage S3 = ?
- Lipid storage S3 cell count max = .
> CC(C)(C)c1cc(C(=O)NNC(=O)Nc2cccc(Cl)c2)n(Cc2ccccc2)n1
- Lipid storage S3 = 0%
- Lipid storage S3 cell count max = 9
> Cc1ccc(-n2c(C)cc(/C=c3/sc4nc5ccccc5n4c3=O)c2C)cc1
- Lipid storage S3 = -7%
- Lipid storage S3 cell count max = 5
> O=C(COc1cccnc1[N+](=O)[O-])NCCc1ccccc1
- Lipid storage S3 = ?
- Lipid storage S3 cell count max = .
> COc1ccc2c(CC(=O)OCC(=O)NC(=O)c3cccn3C)coc2c1
- Lipid storage S3 = -1%
- Lipid storage S3 cell count max = 5
> CC(=O)NC1(c2ccc(F)cc2)CCN(C(=O)c2c(F)cccc2F)CC1
- Lipid storage S3 = -5%
- Lipid storage S3 cell count max = -10
> COc1ccc(-c2cc(C(=O)NCC3CCCO3)c3ccccc3n2)cc1 (stereo not drawn)
- Lipid storage S3 = ?
- Lipid storage S3 cell count max = .
> CCc1sc(C(=O)Nc2cccc(-n3cnnn3)c2)cc1C
- Lipid storage S3 = ?
- Lipid storage S3 cell count max = .
> Cc1ccc(C)c(NC(=O)NNC(=O)c2cc3ccccc3cc2O)c1
- Lipid storage S3 = -25%
- Lipid storage S3 cell count max = 14
> O=S(=O)(c1ccc(F)cc1)N1CCC(O)(c2ccc3c(c2)OCO3)CC1
- Lipid storage S3 = 23%
- Lipid storage S3 cell count max = 8
> O=C(NC1CCCC1)C(c1ccc(Cl)cc1)N1CCN(C2CCCCC2)CC1 (stereo not drawn)
- Lipid storage S3 = ?
- Lipid storage S3 cell count max = .
> CCOc1cc(Cl)c(S(=O)(=O)NCCCn2ccnc2)cc1Cl
- Lipid storage S3 = ?
- Lipid storage S3 cell count max = .
> O=C(Nc1nnc(CSCc2ccc(Cl)cc2)s1)c1cccc([N+](=O)[O-])c1
- Lipid storage S3 = 7%
- Lipid storage S3 cell count max = -3
> CCC1(c2ccc(F)cc2)NC(=O)N(CC(=O)NCC(=O)Nc2cccc(C)c2C)C1=O (stereo not drawn)
- Lipid storage S3 = ?
- Lipid storage S3 cell count max = .
> CCCCOC(=O)C(NC(=O)c1ccccc1)=C(C)C
- Lipid storage S3 = ?
- Lipid storage S3 cell count max = .
> Cc1ccc2nc(-c3ccc(S(=O)(=O)N4CCOCC4)cc3)cn2c1
- Lipid storage S3 = ?
- Lipid storage S3 cell count max = .
> O=C(Nc1ccncc1NC(=O)c1cccc([N+](=O)[O-])c1)c1cccc([N+](=O)[O-])c1
- Lipid storage S3 = ?
- Lipid storage S3 cell count max = .
> Cc1ccc(C(=O)NCCCN2CCOCC2)cc1N1CCCC1=O
- Lipid storage S3 = ?
- Lipid storage S3 cell count max = .

In the list so far, these contain four or more nitrogen atoms:
> CC(=O)/C(=N/Nc1ccccc1)Sc1nnc(CCc2ccccc2)n1-c1ccccc1
- Lipid storage S3 = 15%
- Lipid storage S3 cell count max = -5
> COC(C(=O)Nc1ccnn1C1CCN(C(=O)c2cccc(F)c2)CC1)c1ccccc1 (stereo not drawn)
- Lipid storage S3 = i
- Lipid storage S3 cell count max = .
> Cc1ccc2c(c1)nnn2C1CCN(CC(=O)NNC(=O)c2ccco2)CC1
- Lipid storage S3 = ?
- Lipid storage S3 cell count max = .
> C=CCOC(=O)C(C#N)c1nc2ccccc2nc1N1CCN(Cc2ccccc2)CC1 (stereo not drawn)
- Lipid storage S3 = ?
- Lipid storage S3 cell count max = .
> Cc1cc(C)nc(N2CCCC(C(=O)Nc3nnc(C(C)C)s3)C2)n1 (stereo not drawn)
- Lipid storage S3 = 3%
- Lipid storage S3 cell count max = 5
> Cn1ncc(Cl)c1C(=O)NC(=S)Nc1sc2c(c1C#N)CCCCC2
- Lipid storage S3 = ?
- Lipid storage S3 cell count max = .
> NC(=O)c1nn(CC(=O)Nc2cccc(S(=O)(=O)N3CCCCCC3)c2)c(=O)c2ccccc12
- Lipid storage S3 = ?
- Lipid storage S3 cell count max = .
> COc1cccc(NC(=O)C(Sc2nnnn2C)c2ccccc2)c1 (stereo not drawn)
- Lipid storage S3 = ?
- Lipid storage S3 cell count max = .
> N=c1sccn1CC(=O)Nc1ccc(S(N)(=O)=O)cc1
- Lipid storage S3 = ?
- Lipid storage S3 cell count max = .
> O=C(N/N=C/c1ccncc1)c1cc(-c2ccc(Br)s2)[nH]n1
- Lipid storage S3 = ?
- Lipid storage S3 cell count max = .
> CC(C)(C)c1cc(C(=O)NNC(=O)Nc2cccc(Cl)c2)n(Cc2ccccc2)n1
- Lipid storage S3 = 0%
- Lipid storage S3 cell count max = 9
> CCc1sc(C(=O)Nc2cccc(-n3cnnn3)c2)cc1C
- Lipid storage S3 = ?
- Lipid storage S3 cell count max = .
> O=C(Nc1nnc(CSCc2ccc(Cl)cc2)s1)c1cccc([N+](=O)[O-])c1
- Lipid storage S3 = 7%
- Lipid storage S3 cell count max = -3
> CCC1(c2ccc(F)cc2)NC(=O)N(CC(=O)NCC(=O)Nc2cccc(C)c2C)C1=O (stereo not drawn)
- Lipid storage S3 = ?
- Lipid storage S3 cell count max = .
> O=C(Nc1ccncc1NC(=O)c1cccc([N+](=O)[O-])c1)c1cccc([N+](=O)[O-])c1
- Lipid storage S3 = ?
- Lipid storage S3 cell count max = .
